IL1B NFkB pot – enhances IL-1B driven NFkB nuclear translocation; HUVEC IL-1B NFkB p65 nuclear translocation imaging; activation, % at 2 µM; actives 0.3% (n = 94,000); AID 819;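 active = activation above 40%, about the mean plus 3 SD, also judged a hit on visual image review; inconclusive = activation above 40% but not a hit on visual review; inactive = activation not above 40% and no visual hit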;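 note: percent activation is computed from the nuclear over cytoplasmic p65 intensity ratio; values of inactives mirror those of a sister screen read the other way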
PLAP inhibitors HTS – inhibition of human placental alkaline phosphatase – biochemical, luminescence, HTS (AID 690); inhibition, % at 20 µM; hits with a dose series show IC50 in µM; purified PLAP, luminescent substrate; higher % means a stronger effect; actives 0.08% (n = 96,000); in the data active = a potency from the dose series; inactive = the rest, 99 in 100 with inhibition below about 30%; note: strong numbers were not always called active
NFkB transloc inh – blocks IL-1B driven NFkB nuclear translocation in HUVEC cells | HUVEC IL-1B NFkB p65 nuclear translocation imaging | inhibition, % at 2 µM | actives 0.43% (n = 94,000) | AID 796;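 active = inhibition above about 30% together with a positive call from visual inspection of the well image, limit read from the data; inconclusive = inhibition above a set limit but visual check negative; inactive = inhibition not above a set limit, visual check negative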;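 note: nuclear over cytoplasmic p65 intensity ratio measured by imaging; 0% = IL-1B stimulated DMSO wells and 100% = unstimulated DMSO wells; values of inactives mirror those of a sister screen read the other way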
Bcl-B TR3 displacers – displacers of TR3 peptide from Bcl-B, primary screen, selectivity assay for Bfl-1 inhibitor project, biochemical, fluorescence polarization; FP displacement of FITC-TR3 peptide from Bcl-B; higher % means a stronger effect; displacement, % at 20 µM; hits with a dose series show IC50 in µM; actives 0.11% (n = 96,000);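 active = displacement above 50% at 20 µM plus a fluorescence interference ratio under 1.5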;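 note: plate controls were wells without compound for no effect and wells lacking Bcl-B protein for full effect; a part of the inactive calls stands beside numbers as strong as those of hits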
MRP reversal – reverses drug resistance mediated by MRP. H69AR cells + 2 uM doxorubicin, CellTiter-Glo, 72 h. actives 0.04% (n = 85,000). differential viability (reversal), % at 10 µM;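 active = viability drop by adding the cancer drug above about 55%, with treated viability meeting a 40% cutoff, limit read from the data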;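 note: viability without doxorubicin minus viability with 2 µM doxorubicin for each compound; larger differential means the compound sensitizes cells more to doxorubicin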
MRP reversal cytotoxicity – recorded beside MRP reversal, whose call it bears; viability, %; H69AR cells, CellTiter-Glo, 72 h; measured here: cytotoxicity without doxorubicin
MRP reversal with doxorubicin – further read-out of MRP reversal, marked with its call; viability, %; measured here: viability with 2 uM doxorubicin; hits give low values
NFkB transloc inh cell count 2 µM – also measured in NFkB transloc inh; calls as there; cell count; measured here: cells passing quality filter;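 raw number of nuclei counted in each imaged well without normalization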
IL1B NFkB pot cell count 2 µM – further read-out of IL1B NFkB pot, marked with its call; cell count; measured here: cells passing quality filter
Numbers without * were called inactive; ? = inconclusive; nt = no result given.

Structure	IL1B NFkB pot	IL1B NFkB pot cell count 2 µM	PLAP inhibitors HTS	NFkB transloc inh	NFkB transloc inh cell count 2 µM	Bcl-B TR3 displacers	MRP reversal	MRP reversal cytotoxicity	MRP reversal with doxorubicin
C[N+]1(CC(=O)Nc2ccccc2Cl)CCN(C(=O)c2cccs2)CC1	15	133	6%	-15	133	-8%	14	96	82
CCOC(=O)N1CCN(Cc2nc3c(c(=O)[nH]c(=O)n3C)n2Cc2ccccc2C)CC1	30	191	-37%	-30	191	-2%	-28	67	94
CCCc1[nH]nc2c1C(c1ccc(OC)cc1OC)C(C#N)=C(N)O2 (stereo not given)	2	175	-57%	-2	175	-8%	nt	nt	nt
CCOC(=O)C1=C(C)NC(=O)NC1c1ccc2c(c1)OCO2 (stereo not given)	-8	103	13%	8	103	2%	0	92	92
C(=N\c1nc2ccccc2n1CCN1CCOCC1)/c1cccs1	-3	177	5%	3	177	2%	-3	90	93
COc1ccc(N(CC(=O)O)S(=O)(=O)c2ccc(OC)c(OC)c2)cc1	24	73	-9%	-24	73	2%	8	101	93
CCCS(=O)(=O)n1nc(-c2ccc(OC)cc2)cc1N	-2	146	6%	2	146	0%	9	92	83
Oc1csc(Cc2nc(-c3ccc4ccccc4c3)cs2)n1	5	168	-4%	-5	168	-5%	nt	nt	nt
CCN1C(=O)/C(=C\N2CCCCCC2)SC1=S	-3	134	-1%	3	134	-3%	-4	69	73
COc1ccc2c(CC(=O)Nc3nnc(C4CC4)s3)coc2c1	9	96	11%	-9	96	-6%	-5	91	96
Cc1ccc(C(=O)/C=C2/NC(=O)CS2)cc1	15	111	nt	-15	111	nt	-1	86	87
Cc1ccccc1OCC(=O)Nc1ccc(N2CCN(S(C)(=O)=O)CC2)cc1	8	124	-7%	-8	124	-17%	-17	68	85
CCC(C)NCCOCCOc1ccc(C)cc1Br (stereo not given)	0	90	-3%	0	90	-6%	nt	nt	nt
Fc1ccc(CSc2nc3ncccc3[nH]2)cc1	21	170	-199%	-21	170	1%	10	86	75
COc1ccc(N2C(=O)C3C(C2=O)C2C=CC3C23CC3)c(OC)c1 (stereo not given)	18	136	-6%	-18	136	5%	2	83	80
Cc1ccc(-n2c(C)nc3c(cnn3-c3ccc(F)cc3)c2=O)cc1C	18	144	-18%	-18	144	-10%	12	84	72
O=C(NCCCN1CCOCC1)c1csc2c1CCCC2	3	104	-21%	-3	104	3%	nt	nt	nt
O=C(NCc1cccnc1)C1CC(c2ccc(F)cc2)=NO1 (stereo not given)	-11	121	-8%	11	121	-4%	9	101	92
COc1cccc(NC(=O)CCc2nc(-c3ccccc3F)no2)c1	-5	19	17%	5	19	0%	1	89	88
Cc1cc2nn(-c3cccc4ccccc34)nc2cc1NC(=O)c1cccs1	4	133	7%	-4	133	3%	-6	72	78
COc1ccc(C2=Nn3c(nnc3-c3ccco3)SC2)cc1	2	192	-73%	-2	192	1%	-38	20	58
COC(=O)Nc1ccc(S(=O)(=O)Nc2ccccc2F)cc1	-5	115	-3%	5	115	-9%	2	97	94
S=c1nc(-c2ccccc2)n(CCCN2CCOCC2)c2c1CCCC2	nt	nt	-6%	nt	nt	-2%	11	76	66
Cc1ccc(C(C(=O)NC2CCCCC2)N(Cc2ccco2)C(=O)Cc2c[nH]c3ccccc23)o1 (stereo not given)	-2	145	-33%	2	145	-3%	nt	nt	nt
CC(=O)CSc1nc(N)c(C#N)c(-c2cccs2)c1C#N	8	181	30%	-8	181	2%	-14	41	55
COc1ccc(CNC(=O)CN(Cc2ccc(Cl)cc2)S(=O)(=O)c2ccccc2)cc1	-3	166	43%	3	166	2%	1	97	96
CCCCC(=O)NNC(=S)NC(=O)c1cccc([N+](=O)[O-])c1	0	134	-45%	0	134	-2%	nt	nt	nt
CC(C)(C)c1cn(-c2ccc(Cl)cc2)c(=S)[nH]1	19	129	6%	-18	129	8%	5	113	108
CN(C)CCNC(=S)Nc1ccc(Cl)cc1	5	98	13%	-5	98	7%	nt	nt	nt
Cc1cccc2cc(C#N)c(NCCNC(=S)NCCCN3CCOCC3)nc12	-2	133	-79%	2	133	10%	nt	nt	nt
Cc1cc(NC(=O)C2C3C(=O)N(Cc4ccc(Cl)cc4)C(C(=O)NC4CCCCC4)C34C=CC2(C)O4)no1 (stereo not given)	-20	158	-17%	20	158	2%	13	94	80
CCN(CC)CCn1c2ccccc2c2cnc(N=CN(C)C)c(C#N)c21	-3	92	-46%	3	92	-5%	-7	84	91
O=C(c1ccco1)N1CCN(c2cc(=O)n(-c3ccc(Cl)cc3)c(=O)[nH]2)CC1	27	189	0%	-27	189	0%	7	98	92
COC(=O)c1nc2n(n1)C(c1ccc(OC)c(OC)c1OC)C1=C(CCCC1=O)N2 (stereo not given)	nt	nt	-43%	nt	nt	2%	nt	nt	nt
CCOC(=O)N1CCN(C2=Nc3cccc4cccc2c34)CC1	-3	127	-3%	3	127	0%	7	83	76
O=C(Cn1cc2c(n1)CCCC2)NCCc1ccccc1	0	63	nt	0	63	nt	-1	93	94
CC1(C)OC(=O)C(C(c2ccccc2)C(C#N)C(N)=O)=C(O)O1 (stereo not given)	nt	nt	-9%	nt	nt	-8%	-7	79	87
CCOC(=O)c1c(NC(=O)c2ccco2)n(C2CCCCC2)c2nc3ccccc3nc12	0	175	-46%	0	175	-15%	-15	36	51
N#CCCN(Cc1cccnc1)C(=O)Nc1ccc(Cl)c(Cl)c1	3	167	-19%	-3	167	3%	11	88	77
COc1cccc(C(=O)NC(=S)Nc2ccc(N3CCCC3)cc2)c1	-7	178	-4%	7	178	5%	nt	nt	nt
Cc1ccc(NC(=O)CCn2cccc2)cc1F	1	196	20%	-1	196	15%	7	107	100
CCS(=O)(=O)N1CCN(C(=O)COc2ccc(-c3ccccc3)cc2)CC1	11	181	-65%	-11	181	4%	2	94	92
CSCC[C@@H](C(=O)NCc1cccs1)N1Cc2ccccc2C1=O	12	208	11%	-12	208	9%	0	97	97
COc1ccc(S(=O)(=O)N(C)CC(=O)Nc2ccccc2C(F)(F)F)cc1OC	-1	130	-2%	1	130	3%	-1	95	95
CC(C)OCCCNC(=O)CCSc1ccc(Cl)cc1	13	61	-61%	-13	61	-5%	1	97	96
CCOCCCNC(=S)NCCCNc1nc2cc3c(cc2cc1C#N)OCO3	10	88	-52%	-10	88	10%	nt	nt	nt
C=CCN(CC=C)S(=O)(=O)c1ccc(F)cc1	10	140	21%	-10	140	-8%	5	103	98
CC(=O)Nc1ccc2[nH]c3ccccc3c2c1	11	140	11%	-11	140	5%	-1	82	83
O=S(=O)(Nc1ccc2c(c1)OCCO2)c1ccc(Br)s1	23	123	9%	-23	123	-10%	nt	nt	nt
CCOC(=O)C1=NNC2(c3ccc(Cl)cc3)C(=O)N(c3cc(C)cc(C)c3)C(=O)C12 (stereo not given)	-3	143	-14%	3	143	-11%	nt	nt	nt
C=C1c2cc(OC)ccc2NC(=O)N1CC	5	63	-15%	-5	63	82%	21	90	69
CCn1c(SCCC(=O)Nc2ccccc2)nnc1-c1ccc(OC)cc1	10	150	-2%	-10	150	-3%	7	84	77
CC(=O)N1CCc2cc(S(=O)(=O)NCCC(=O)Nc3cccc(C)c3C)ccc21	nt	nt	11%	nt	nt	-8%	-1	96	96
Cc1ccc(N(CN2C(=O)C3CC=CCC3C2=O)C(=O)c2ccco2)cc1Cl (stereo not given)	4	57	-61%	-4	57	2%	-16	74	90
CN1C(=O)C2(c3ccccc31)C1CCCC=C1C(C#N)=C(N)C2(C#N)C#N (stereo not given)	12	136	-12%	-12	136	13%	17	96	79
C=CCn1c(COc2ccccc2)nnc1SCc1ccc(C#N)cc1	5	134	2%	-5	134	-4%	6	87	80
Cc1ccc(C)c(CN2CCNC2=O)c1	nt	nt	nt	-11	132	-8%	11	104	93
Cc1nc2scc(-c3ccccc3)c2c(=O)n1N	-3	120	4%	3	120	-2%	14	94	80
CN(C)S(=O)(=O)N1CCN(S(=O)(=O)c2ccc3ccccc3c2)CC1	0	175	2%	0	175	2%	3	100	97
CCOCCSc1nnc2nc(C)cc(C)n12	17	131	12%	-17	131	-10%	6	98	93

(continued)
Structure	IL1B NFkB pot	IL1B NFkB pot cell count 2 µM	PLAP inhibitors HTS	NFkB transloc inh	NFkB transloc inh cell count 2 µM	Bcl-B TR3 displacers	MRP reversal	MRP reversal cytotoxicity	MRP reversal with doxorubicin
CCOC(=O)c1oc2ccccc2c1NC(=O)c1ccccc1OC	-75	118	-5%	?	nt	8%	-6	73	79
CC(C)(C)NC(=O)C1CC(=O)OC1(C)C (stereo not given)	-2	99	6%	2	99	0%	-1	94	95
CCOc1cc(S(=O)(=O)N(CC)CC)c(OCC)cc1-n1cnnn1	-7	193	-3%	7	193	-10%	-24	48	72
COC(=O)c1ccc(Sc2ccc(F)cc2)c(N)c1	14	134	25%	-14	134	-4%	11	109	97
COc1ccccc1Nc1nc(N)nc(-c2cc3ccccc3o2)n1	19	124	1%	-19	124	-1%	-22	10	32
Cc1ccc(NC(=O)Cc2nn(C)c(=O)c3ccccc23)cc1F	13	85	3%	-13	85	-8%	6	88	82
CC1CCN(Cc2nc(-c3ccccc3)no2)CC1	-13	108	nt	13	108	9%	15	98	83
O=S(=O)(NCC1CC1)c1cccc(S(=O)(=O)N2CCCC2)c1	nt	nt	27%	nt	nt	8%	-2	92	94
COc1ccc(NC(=O)CSc2nc(N)c(-c3ccccc3)c(=O)[nH]2)cc1	8	199	-6%	-8	199	1%	nt	nt	nt
Cc1cc(NC(=O)CSc2nc3c(c(=O)n(C)c(=O)n3C)n2C(C)C)no1	-5	166	-6%	5	166	-1%	-3	90	93
CCOc1ccc(N2C(=O)CC(n3nc(C)cc3C)C2=O)cc1 (stereo not given)	-6	113	nt	6	113	nt	1	87	86
O=C(CN1C(=O)c2cccc3cccc(c23)C1=O)N1CCN(Cc2ccc3c(c2)OCO3)CC1	2	135	-45%	-2	135	6%	nt	nt	nt
CCN(C(=O)CCS(=O)(=O)c1ccc(Br)cc1)c1ccc2c(c1)OCO2	nt	nt	-16%	nt	nt	7%	-4	100	103
COc1ccc(-n2c(SCCC(=O)O)nnc2-c2ccncc2)cc1	-4	108	-21%	4	108	-6%	7	101	93
CC1Cc2ccccc2N1C(=O)Cn1c(=O)oc2cc(S(=O)(=O)NC3CCCC3)ccc21 (stereo not given)	-6	174	-64%	6	174	-1%	2	91	89
CCOc1cc(S(=O)(=O)N2CCN(c3ccc(F)cc3)CC2)c(OCC)cc1-n1cnnn1	5	168	4%	-5	168	-3%	-8	52	60
CN(CC(=O)NC1CCCCCCC1)S(=O)(=O)c1cccc2cccnc12	3	198	-64%	-3	198	1%	2	77	75
CCc1cccc(OCC(=O)Nc2ccc(S(=O)(=O)Nc3onc(C)c3C)cc2)c1	nt	nt	-58%	nt	nt	10%	-11	102	113
CCN(CC)CC(O)COc1ccccc1C(=O)CCc1ccccc1 (stereo not given)	21	157	-24%	-21	157	2%	-12	70	82
COc1ccccc1NC(=O)CN1CCN(CC(=O)Nc2cc(NC(C)=O)ccc2OC)CC1	-12	125	-38%	12	125	-6%	-7	73	80
COc1ccc(C)cc1-n1nnnc1SCC(=O)c1cc(C)n(Cc2ccco2)c1C	-1	63	-34%	1	63	-17%	4	85	81
CCOc1ccc(CNC(=O)C2CCN(S(=O)(=O)CC)CC2)cc1OC	24	12	-8%	-24	12	-2%	-27	87	114

An excerpt; count on the stated rates, not on these rows.
